Tau fibril FP: inhibitors of human tau fibril formation; AID 1468; actives 0.39% (n = 280,000); K18 P301L tau heparin fibrillization, Alexa594 FP, 6 h; Potency, µM (series often up to 57.7 µM), for inactives: at the highest dose activity, negative = inhibition, usual class: inhibitors; P10636; also: % is scaled to controls: 0 for no effect and ±100 for the full control effect; nearly all actives have a fitted effect of over 55% in size
Target sequence (P10636 561-689 P618L limits assumed): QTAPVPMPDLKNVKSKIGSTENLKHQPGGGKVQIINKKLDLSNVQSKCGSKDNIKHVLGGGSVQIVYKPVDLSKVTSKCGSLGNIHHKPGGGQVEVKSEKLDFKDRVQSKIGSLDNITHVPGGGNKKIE
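FP of Alexa 594-tau after heparin (20 uM) induction. Substrate: human K18 P301L, 15 uM unlabeled, 0.24 uM labeled. Buffer 100 mM sodium acetate pH 7. 6 hr, 37 C.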
TexasRed fluor: counter-screen for TRb-SRC2 inhibitors: fluorescence interference; TRb/SRC2 Texas Red total fluorescence interference; Potency, µM (series often up to 106 µM), without a hit: at the top dose fluorescence change, negative = quenching; actives 0.29% (n = 280,000); AID 1479; active = well fitted curve in either direction with a large enough effect; inconclusive = small, poorly fitted or top-dose-only effect; also: % is scaled to controls: 0 for no effect and ±100 for the full control effect
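Human TRβ ligand-binding domain (0.6 uM) and Texas Red SRC2 peptide (20 nM) in Tris buffer with 1 uM T3 and 5% DMSO were incubated with pinned compound for 5 hr at ambient temperature. Total fluorescence was computed as S + 2P (555/632 nm).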
RECQ1 inh: blocks DNA unwinding by human RECQ1; Potency, µM (top dose mostly 57.3 µM), inactives show at the top dose activity, negative = inhibition, hits mostly inhibitors; actives 0.54% (n = 240,000); RECQ1 DNA unwinding, red fluorescence kinetic read; P46063;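 also: plate controls were vehicle for no effect and no enzyme for full effect; nearly all actives have a fitted effect of over 30% in size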
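50 nM RECQ1T1 preincubated 15 min with compound in Tris pH 8.0 buffer with MgCl2, DTT, Tween-20 and 2.5 ug/ml poly(dI-dC); started with 200 nM TAMRA/BHQ-2 forked duplex and 2 mM ATP. Unwinding read as fluorescence (525/598 nm), two reads 2 h apart.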
TRb SRC2 PPI: disrupts binding of human TR beta to SRC2. P10828. actives 0.065% (n = 280,000). Potency, µM (doses to about 106 µM), for inactives: at the top dose activity change, negative = inhibition, usual class: inhibitors. TRbeta-SRC2 peptide binding, fluorescence polarization; receptor liganded with 1 µM T3;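 also: plate controls were bound peptide for no effect and peptide without receptor for full effect; nearly all actives have a fitted effect of over 50% in size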
Target sequence (P10828 whole entry, looked up): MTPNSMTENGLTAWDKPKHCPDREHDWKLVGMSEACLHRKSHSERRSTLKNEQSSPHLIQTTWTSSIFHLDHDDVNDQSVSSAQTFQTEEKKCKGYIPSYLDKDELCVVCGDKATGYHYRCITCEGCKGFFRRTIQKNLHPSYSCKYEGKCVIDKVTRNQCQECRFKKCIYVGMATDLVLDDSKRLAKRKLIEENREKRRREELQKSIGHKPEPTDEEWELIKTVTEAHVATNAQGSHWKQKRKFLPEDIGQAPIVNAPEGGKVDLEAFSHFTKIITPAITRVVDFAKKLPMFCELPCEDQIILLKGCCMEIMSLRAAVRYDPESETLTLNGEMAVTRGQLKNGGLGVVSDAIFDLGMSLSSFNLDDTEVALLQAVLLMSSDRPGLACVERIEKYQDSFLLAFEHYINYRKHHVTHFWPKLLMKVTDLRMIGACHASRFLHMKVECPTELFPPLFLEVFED
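Polarization signal, normalized between peptide-alone and full complex controls, measured compound effects on T3-liganded human TRb LBD (0.6 uM) binding 20 nM Texas Red SRC2 peptide after 5 hr.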
Tau fluor cs: counter-screen for tau fibril formation inhibitors. tau K18 P301L Alexa594 fluorescence, heparin fibrillization. Potency, µM (highest dose often 57.7 µM), inactives show at the top dose activity change, negative = decrease. actives 0.93% (n = 280,000); also: % is scaled to controls: 0 for no effect and ±100 for the full control effect; nearly all actives have a fitted effect of over 55% in size
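Human tau K18 P301L (15 uM unlabeled, 0.24 uM Alexa 594-labeled) in 100 mM sodium acetate pH 7 with 20 uM heparin, 6 hr at 37 C. ThT 30 uM added, 1 hr ambient; Alexa 594 FP and total fluorescence read at 555/632 nm.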
L3MBTL1 inh: inhibitors of human L3MBTL1; Potency, µM (titrated, usually from 57.1 µM), inactives show top-dose activity, negative = inhibition, most hits filed as inhibitors; AlphaScreen L3MBTL1–H3K9me1 peptide binding; AID 485360; actives 0.66% (n = 230,000); also: % is scaled to controls: 0 for no effect and ±100 for the full control effect; nearly all actives have a fitted effect of over 60% in size
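L3MBTL1 50 nM + b-AHA-H3(1-15)K9me1 75 nM, 30 min RT; compound added, 30 min RT; streptavidin donor/Ni-chelate acceptor beads 10 ug/mL each final, 30 min RT dark; AlphaScreen read.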
Tau ThT inhib: inhibitors of human tau fibril formation, thioflavin T binding | P10636 | recombinant tau K18 P301L (four-repeat tau fragment), heparin-induced fibrillization, ThT fluorescence | Potency, µM (doses to about 57.4 µM), for inactives: at the highest dose activity, negative = inhibition, usual class: inhibitors | actives 2.1% (n = 270,000) | AID 1460; also: % is scaled to controls: 0 for no effect and ±100 for the full control effect; nearly all actives have a fitted effect of over 55% in size
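Tau K18 P301L fragment (15 uM unlabeled plus 0.24 uM Alexa 594-labeled) in 100 mM sodium acetate pH 7 with compound, fibrillization induced by 20 uM heparin for 6 hr at 37 C. Thioflavin T (30 uM) added, fluorescence read after 1 hr (ex 450, em 510 nm).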
HTT cytoprotect: cytoprotection in Huntington HTT-Q103 PC12 cell model; PC12 HTT-Q103 induced, cytoprotection, ATP luminescence, 40 h; Potency, µM (top dose mostly 56.4 µM), for the others: cytoprotection (ATP increase), actives largely listed as activators; actives 0.14% (n = 230,000);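 also: % of control where 0% means no effect; nearly all actives have a fitted effect of over 45% in size; toxic huntingtin expression switched on by the ecdysone agonist tebufenozide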
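PC12 cells with ecdysone-inducible HTT exon 1 Q103-GFP, induced with 100 nM tebufenozide and co-treated with library compounds in a dose series (1536-well, 1500 cells/well). Cytoprotection read as ATP content by ATPlite luminescence.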
* marks the source's active call; other numbers are inactive results; i = inactive; ? = inconclusive; . = not tested or not shown; [ ] = another dose, or the depositor's remark. Unless noted, calls follow the shape of the dose curve; as a rule, active = well fitted curve in the direction sought with a large enough effect; inconclusive = small, poorly fitted or top-dose-only effect, or another doubt; inactive = no such curve, though single readings can be large; an effect the other way counts as inactive or inconclusive. Potency is read from the fitted curve at half-maximal effect.

Molecule	Tau fibril FP	TexasRed fluor	RECQ1 inh	TRb SRC2 PPI	Tau fluor cs	L3MBTL1 inh	Tau ThT inhib	HTT cytoprotect
CC(Sc1nc(-c2ccccc2)c(C#N)c(=O)[nH]1)C(=O)Nc1ccc(F)cc1 (configuration not stated)	6%	?	.	-5%	-2%	.	-2%	.
COC(=O)[C@H](CC(C)C)NC(=O)N1CCCCC1C (some centres not stated)	4%	2%	i	-1%	1%	12%	2%	8%[10 µM]
CC(C)c1ccc(C2N3CC4(C)CN2CC(c2ccccc2)(C3)C4=O)cc1 (configuration not stated)	1%	-1%	.	8%	-15%	.	?	.
COCCNC(=S)N1CCN(C/C=C/c2ccccc2)CC1	-9%	-2%	-2%	4%	-6%	5%	-11%	6%
COc1ccc(C(=O)Oc2ccc(F)cc2C(=O)/C=C/c2ccc(OC)c(OC)c2)cc1	7%	-7%	-4%	8%	0%	-12%	-10%	18%[10 µM]
Cn1cnc([N+](=O)[O-])c1Sc1ncn[nH]1	-1%	-3%	-9%	1%	-19%	-3%	?	-7%[10 µM]
CC(C)(O)C1=NOC(c2ccccc2)C1 (configuration not stated)	9%	2%	-7%	-15%	11%	2%	-2%	3%[10 µM]
COC(=O)c1cc(C(=O)Nc2ccc(S(=O)(=O)NC(C)(C)C)cc2)cc([N+](=O)[O-])c1	5%	1%	0%	-1%	-7%	20%	?	3%[10 µM]
CCCC(C)NC(=O)CSc1nc(-c2ccccc2)cn1N (configuration not stated)	-6%	-4%	-9%	-5%	2%	-4%	-2%	-14%
Cc1noc(C)c1-c1ccc2ncnc(NCc3cccc(-c4ccccc4)c3)c2c1	.	-1%	-4%	8%	.	-5%	.	.
CCOC(=O)c1cc(NC(=O)CSCCO)ccc1Cl	3%	3%	i	0%	-1%	.	0%	-12%
O=C(Nc1ccc(C(F)(F)F)cc1)c1csc(-c2ccncc2)n1	-10%	-1%	i	11%	?	2%	?	-19%
CN1C(=O)CSC1=NCC12CC3CC(CC(C3)C1)C2	-10%	-2%	i	-10%	-12%	.	-14%	-16%
O/N=C/c1ccc(-c2cc(Cl)ccc2Cl)o1	5%	-2%[53 µM]	-1%	-2%[53 µM]	7%	7%	-2%	27%[10 µM]
Cc1ccc(NC(=O)COC(=O)C2CC2(Cl)Cl)cc1C (configuration not stated)	0%	-9%	-10%	-12%	-8%	?	-6%	-20%
CCCCOc1ccc(Nc2cc(Cl)ccc2C(=O)O)cn1	7%	3%	-1%	-2%	-30%	.	.	1%[10 µM]

Sorted by length of the SMILES (smallest number first): ten of the compounds above.
Molecule	Tau fibril FP	TexasRed fluor	RECQ1 inh	TRb SRC2 PPI	Tau fluor cs	L3MBTL1 inh	Tau ThT inhib	HTT cytoprotect
CC(C)(O)C1=NOC(c2ccccc2)C1 (configuration not stated)	9%	2%	-7%	-15%	11%	2%	-2%	3%[10 µM]
O/N=C/c1ccc(-c2cc(Cl)ccc2Cl)o1	5%	-2%[53 µM]	-1%	-2%[53 µM]	7%	7%	-2%	27%[10 µM]
CCOC(=O)c1cc(NC(=O)CSCCO)ccc1Cl	3%	3%	i	0%	-1%	.	0%	-12%
Cn1cnc([N+](=O)[O-])c1Sc1ncn[nH]1	-1%	-3%	-9%	1%	-19%	-3%	?	-7%[10 µM]
CCCCOc1ccc(Nc2cc(Cl)ccc2C(=O)O)cn1	7%	3%	-1%	-2%	-30%	.	.	1%[10 µM]
CN1C(=O)CSC1=NCC12CC3CC(CC(C3)C1)C2	-10%	-2%	i	-10%	-12%	.	-14%	-16%
Cc1ccc(NC(=O)COC(=O)C2CC2(Cl)Cl)cc1C (configuration not stated)	0%	-9%	-10%	-12%	-8%	?	-6%	-20%
O=C(Nc1ccc(C(F)(F)F)cc1)c1csc(-c2ccncc2)n1	-10%	-1%	i	11%	?	2%	?	-19%
Cc1noc(C)c1-c1ccc2ncnc(NCc3cccc(-c4ccccc4)c3)c2c1	.	-1%	-4%	8%	.	-5%	.	.
COC(=O)c1cc(C(=O)Nc2ccc(S(=O)(=O)NC(C)(C)C)cc2)cc([N+](=O)[O-])c1	5%	1%	0%	-1%	-7%	20%	?	3%[10 µM]

Later entries
Molecule	Tau fibril FP	TexasRed fluor	RECQ1 inh	TRb SRC2 PPI	Tau fluor cs	L3MBTL1 inh	Tau ThT inhib	HTT cytoprotect
CCOc1ccc(S(=O)(=O)N2CCN(c3ccccc3F)CC2)c2cccnc12	8%	0%	-5%	-2%	-16%	-15%	-16%	.
Cc1ccc(C(=O)NCCc2ccc(S(=O)(=O)N3CCCC3)cc2)cc1	-4%	0%[53 µM]	-9%	-2%[53 µM]	0%	0%	5%	-8%[10 µM]
CC(NC(=O)c1ccccc1)c1nnc(SCc2nc3ccccc3c(=O)[nH]2)n1C (configuration not stated)	0%	0%	14%	-1%	-9%	0%	-4%	-17%
C=C(C)C1CC=C(C)/C(=N/NC(=O)c2ccc(NC(=O)CC)cc2)C1 (configuration not stated)	-7%	0%	i	-10%	-8%	.	-17%	-2%
O=C(Nc1nnc(CC2=CCCCC2)s1)c1cccs1	-2%	-1%	-4%	1%	-7%	.	0%	-2%
COc1ccc(Nc2oc(-c3ccc(COc4ccccc4)o3)nc2C#N)cc1	10%	10%	.	-7%	?	.	-14%	.
S=c1cnc2ccccc2[nH]1	-7%	-1%	i	7%	5%	2%	-14%	-3%
CCOC(=O)c1oc2ccc(CNCCO)c(Cl)c2c1C	-9%	0%	i	1%	-14%	-7%	-14%	5%
Cc1ccc(NC(=O)CSc2nc(O)c(Cc3ccccc3)c(=O)n2-c2ccccc2)cc1	11%	-4%	-2%	1%	-16%	0%	?	15%[10 µM]
CCOC(=O)CCCNC(=O)COC(=O)CCC(=O)c1ccc(F)cc1	-3%	3%	-8%	4%	2%	8%	-4%	-20%[10 µM]
CN(C(=O)CSc1nnc(-c2ccccc2)n1C)C1CCS(=O)(=O)C1 (configuration not stated)	-3%	2%	-11%	1%	-9%	20%	-4%	6%
CCOC(=O)CSc1ncnc2c1nnn2-c1ccc(F)cc1	-9%	1%	i	6%	-12%	4%	?	-17%
CCN1/C(=C2/OC(=S)N(C)C2=O)Sc2ccccc21	5%	-2%	-3%	2%	-4%	1%	-10%	-14%
CCCCN(C)CCNC(=O)c1ccc2c(=O)n(CCc3ccccc3)c(=O)[nH]c2c1	-10%	-1%	.	-2%	-26%	.	-7%	.
CCCCCC(=O)Nc1ncc2c(n1)CC(c1cccs1)CC2=O (configuration not stated)	2%	-4%	i	4%	-5%	6%	-10%	2%[10 µM]
CC(NCC1COc2ccccc2O1)C(=O)NCc1ccccc1 (configuration not stated)	-5%	-2%	-1%	0%	-1%	.	-7%	-1%
CC(=O)NNC(=O)C(O)(c1ccccc1)c1ccccc1	5%	-3%	-2%	-9%	3%	-3%	-5%	-3%
Nc1nc(-c2cccnc2)nn1C(=O)c1ccc(F)cc1	6%	2%	i	-2%	-6%	13%	?	-20%
C=CCOc1c(Br)cc(/C=N/O)cc1OCC	3%	0%[53 µM]	-19%	-5%[53 µM]	-1%	9%	-1%	0%[10 µM]
CCOC(=O)c1c(NC(=O)c2nc(SC)ncc2Cl)sc(C)c1C	-10%	-11%	.	1%	-6%	.	-5%	.
O=S(=O)(c1ccc2c(c1)OCO2)N1CCN(c2nnnn2-c2ccccc2)CC1	1%	-3%	5%	-3%	9%	55%[activator]	12%	-3%[10 µM]
CCOc1ccc(C2c3c(oc4ccccc4c3=O)C(=O)N2CCCN2CCOCC2)cc1 (configuration not stated)	-1%	-4%	3%	-7%	0%	.	?	11%
CCOc1ccccc1NC(=O)C(=O)NCCC1=CCCCC1	-9%	2%	i	-11%	-7%	13%	-1%	.
Cc1cc(C)n2cc(CSc3nc4ccccc4s3)nc2n1	1%	-4%	-7%	-11%	-7%	-4%	?	4%[10 µM]
Nc1nc(-c2ccc(-n3nncc3-c3ccco3)cc2)cs1	9%	-2%	10%	-1%	-31%	?	-23%	1%[10 µM]
COc1ccc(N2C(=O)C3CCCN3C2c2ccccc2Cl)cc1 (configuration not stated)	6%	-3%	-3%	-20%	-5%	.	-8%	7%
COc1ccccc1Nc1nc(C)nc(N)c1S(=O)(=O)c1ccccc1	?	1%	.	7%	-24%	.	2%	.
O=C(O/N=C\c1ccc(N2CCOCC2)c([N+](=O)[O-])c1)c1ccc(F)cc1	-1%	-1%	0%	0%	-20%	-1%	5µM*	9%
Cc1c(Cl)cccc1NC(=O)CSc1nnc(C)n1-c1ccccc1	3%	-2%	-8%	-3%	-2%	-6%	9%	-7%
Cc1cc(C)n2c(SCC(=O)NC3CCCC(C)C3C)nnc2n1 (configuration not stated)	1%	-3%	-3%	-3%	-4%	7%	-5%	-11%
O=C(C1COc2ccccc2O1)N1CCN(c2ccc(F)cc2)CC1 (configuration not stated)	7%	-1%	i	0%	1%	-2%	5%	-4%
O=C(c1ccccc1)N1CCSC1=S	7%	1%	-8%	-9%	-4%	5%	?	-1%
COc1cc2c(cc1OC)C(c1ccsc1)CC(=O)N2 (configuration not stated)	-1%	-2%	-6%	-2%	-1%	.	-1%	8%
COc1ccc2o/c(=N\O)c(C(=O)Nc3ccccc3OC)cc2c1	-12%	-1%	-5%	3%	-17%	.	?	4%

Not all compounds are listed; count on the stated rates, not on these rows.
